Source: PubChem
TDP1 block – TDP1 (human) enzyme inhibition. Q9NUW8. recombinant TDP1, AlphaScreen DNA substrate cleavage. Potency, µM (highest dose often 130 µM), for inactives: at the top dose activity change, negative = inhibition, most hits filed as inhibitors. 350,000 tested, 0.28% active; further: nearly all actives have a fitted effect of over 40% in size
Target sequence (Q9NUW8 whole entry, looked up): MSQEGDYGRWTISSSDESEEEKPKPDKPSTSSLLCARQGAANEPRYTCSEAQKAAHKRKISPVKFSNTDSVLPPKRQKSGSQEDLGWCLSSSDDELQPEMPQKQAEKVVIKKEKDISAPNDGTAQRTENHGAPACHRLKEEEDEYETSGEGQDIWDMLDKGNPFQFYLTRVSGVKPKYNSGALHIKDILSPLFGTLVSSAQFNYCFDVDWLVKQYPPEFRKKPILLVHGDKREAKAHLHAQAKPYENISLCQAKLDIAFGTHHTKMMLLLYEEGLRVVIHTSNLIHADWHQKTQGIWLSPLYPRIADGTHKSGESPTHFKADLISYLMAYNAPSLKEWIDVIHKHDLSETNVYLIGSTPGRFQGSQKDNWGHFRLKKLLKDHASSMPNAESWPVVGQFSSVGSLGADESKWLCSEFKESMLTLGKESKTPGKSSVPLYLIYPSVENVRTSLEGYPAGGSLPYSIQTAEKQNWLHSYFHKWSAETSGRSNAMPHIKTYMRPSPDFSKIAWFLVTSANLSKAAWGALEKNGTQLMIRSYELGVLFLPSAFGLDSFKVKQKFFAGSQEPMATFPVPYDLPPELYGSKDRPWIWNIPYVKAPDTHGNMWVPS
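E. coli-derived human Tdp1, 1 nM final. Cpd preinc 15 min RT; substrate 15 nM final, 5 min RT; AS bead mix 10 ug/ml final, 10 min RT. Signal loss = tyrosine-FITC cleavage. No-enzyme wells = max signal.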
DT40 TDP1 no CPT – qHTS for Inhibitors of human tyrosyl-DNA phosphodiesterase 1 (TDP1): qHTS in cells in absence of CPT | AID 686978, 2013 | DT40 Tdp1-/- hTDP1 cells, no CPT, ATP luminescence, 48 h | Potency, µM (titrated, usually from 46.2 µM), for the others: top-dose activity change, negative = growth inhibition, actives largely listed as inhibitors | 420,000 tested, 15% active; further: nearly all actives have a fitted effect of over 55% in size
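Readout: luminescence from CellTiter-Glo after 30 min in the dark at RT. Cells: DT40 Tdp1-/- with stable hTDP1, 400/well. Exposure: compounds alone, ≥48 hr, 37 °C.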
DT40 TDP1 CPT – growth inhibition of DT40 Tdp1-/-;hTDP1 cells with camptothecin (screen for TDP1 inhibitors). Potency, µM (doses to about 46.2 µM), for inactives: top-dose activity change, negative = growth inhibition, actives largely listed as inhibitors. AID 686979. 420,000 tested, 12% active. chicken DT40 Tdp1-/-;hTDP1 cells + 20 nM CPT, ATP luminescence, 48 h; further: nearly all actives have a fitted effect of over 55% in size
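Cell growth measured by CellTiter-Glo luminescence after a minimum 48 h, 37 C compound exposure with 20 nM CPT in Tdp1-knockout DT40 cells stably expressing hTDP1, seeded 400/well; qHTS titration format.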
The depositor's hits bear a star; ? = inconclusive; . = no result given; [ ] = remark or other dose. The call rests on the fitted dose curve; in most records, active means well fitted curve in the direction sought with a large enough effect; inconclusive means small, poorly fitted or top-dose-only effect, or another doubt; inactive means no such curve, though single readings can be large; an effect the other way counts as inactive or inconclusive. On the % scale 0 is the no-effect control and ±100 the full control effect; potency means the concentration at half of the fitted maximal effect. Outcome played no part in choosing rows; overall some 18% were active at least once.

SMILES | TDP1 block | DT40 TDP1 no CPT | DT40 TDP1 CPT
C/C(=N/Nc1ccc([N+](=O)[O-])cc1)c1c[nH]c2ccccc12 | . | ? | ?
O=C(OC(C(=O)Nc1ccc(Cl)c(C(F)(F)F)c1)c1ccccc1)C1=COCCO1 (stereo not given) | 7.7% | -30.7% | -2.2%
CC(C)CC(N)c1csc(NC(=O)NCCc2ccccc2)n1 (stereo not given) | . | ? | ?
O=c1cc(O)n(-c2ccccc2F)c(=S)[nH]1 | 5.3% | 1.4% | -13.6%
Cc1cc(CNC(=O)CC2C(=O)NCCN2CC(c2ccccc2)c2ccccc2)on1 (stereo not given) | 0.0% | -21.8% | -11.6%
CC1CCC(NC(=O)CSc2nncn2C)CC1 (stereo not given) | 0.7% | 2.6% | 6.9%
COC(=O)c1ccc2nc(-c3cccc(Cl)c3)c(Cc3ccsc3)n2c1 | . | 16.4µM* | ?
COc1ccc(C)cc1NS(=O)(=O)c1ccc2c(c1)[C@H]1C=CC[C@H]1[C@@H](c1cccc(Cl)c1)N2 | . | 20.6µM* | 13µM*
COc1cc(C2C(C(C)=O)=C(O)C(=O)N2Cc2ccccc2)ccc1O (stereo not given) | . | 19.2% | 13.6%
Nc1nc(N)c2nc(-c3ccccc3)c(N)nc2n1 | 8.2% | 2.06µM* | 15µM*
Cc1csc2nc(COC(=O)c3ccc(F)cc3)cc(=O)n12 | 4.5% | 16.4µM* | ?
Cc1ccc(OCCn2c(=O)sc3ccccc32)cc1 | -7.5% | ? | -21.6%
CN(C)c1ccc(C=C2C(=O)c3ccccc3C2=O)cc1 | . | -20.5% | -5.5%
CCN(CC)C(=O)[C@H]1C[C@H](CC(=O)NCc2cccc(C(F)(F)F)c2)C(=O)N2CCc3c([nH]c4cc(-c5ccco5)ccc34)[C@]12C | 5.2%[56.1 µM] | ? | ?
COc1ccc(C(C)=O)cc1CN1C(=O)NC2(CCCCCCC2)C1=O | 3.4% | -16.2% | 3.7%
Cc1c(NC(=O)C2(c3ccc(Cl)cc3)CCCC2)c(=O)n(-c2ccccc2)n1C | 4.7% | -2.8% | -25.5%
CCOC(=O)c1ccc(N2C(=O)c3n[nH]c(-c4cccs4)c3C2c2ccc(O)c(OC)c2)cc1 (stereo not given) | 2.3% | 20.6µM* | ?
O=C(Nc1ccc(N2CCCC2)cc1)c1cc(Cl)ccc1Cl | . | 23.1µM* | 23.1µM*
COc1ccc(/C=C2\SC(N)=NC2=O)cc1Br | . | ? | ?
COc1ccc(C2(c3ccc(OC)cc3)NC(=O)N(CC(=O)Nc3ccc(OC(F)F)cc3)C2=O)cc1 | 6.2% | 18.4µM* | ?
Cc1ccccc1OCCn1c(=S)[nH]c2ccccc21 | 3.8% | ? | ?
COCCCNCCCCOc1c(Cl)cc(C)cc1Br | . | ? | ?
CCc1cc(C(=O)Nc2cc(Cl)ccc2N2CCN(C)CC2)sc1C | -8.8% | 23.1µM* | ?
O=C(NCc1ccccc1)C(c1ccc(F)cc1)N(C(=O)c1csnn1)C1CC1 (stereo not given) | 3.3% | -19.6% | -8.2%
O=C1COc2ccc(C(=O)COc3ccc([N+](=O)[O-])cc3)cc2N1 | 0.0% | 15.7% | 5.9%
COc1ccc(Cl)cc1N1CCN(CCNC(=O)Nc2ccccc2C)CC1 | 6.2% | -95.2% | -101.7%
CCOC(=O)Cn1c(-c2nonc2NC(=O)c2ccccc2F)nc2ccccc21 | 4.2% | -26.6% | -12.2%
Cc1nc2ccc(C(=O)OC(C)C(=O)c3c(C)[nH]c4ccccc34)cc2nc1C (stereo not given) | . | 12.6µM* | ?
CN(c1ncc(C(F)(F)F)cc1Cl)N1C(=O)c2cccc([N+](=O)[O-])c2C1=O | . | 2.2% | -5.8%
CC1=C(C(=O)OCC2CCCCC2)C(c2cccc(Cl)c2Cl)CC(=O)N1 (stereo not given) | -5.0% | 0.7% | -4.3%

The closing 2 records of the part before open the next one.
SMILES | TDP1 block | DT40 TDP1 no CPT | DT40 TDP1 CPT
CN(c1ncc(C(F)(F)F)cc1Cl)N1C(=O)c2cccc([N+](=O)[O-])c2C1=O | . | 2.2% | -5.8%
CC1=C(C(=O)OCC2CCCCC2)C(c2cccc(Cl)c2Cl)CC(=O)N1 (stereo not given) | -5.0% | 0.7% | -4.3%
Nc1cc(S(=O)(=O)N2CCOCC2)ccc1N1CCOCC1 | -0.6% | -0.1% | 0.6%
O=c1c2ccccc2nc(-c2ccccc2)n1O | . | -2.1% | 2.06µM*
O=C(NCC(c1ccco1)S(=O)(=O)c1cccs1)c1ccc(F)cc1 (stereo not given) | 4.7% | ? | ?
Cc1n[nH]c(=O)n1-c1ccc(C(C)C)cc1 | . | 15.4% | 8.8%
CC(C)(C)C(=O)CC1(O)C(=O)N(Cc2ccc(Cl)cc2)c2ccccc21 (stereo not given) | 1.0% | -16.9% | -20.7%
O=S(=O)(Nc1ccc(OC(F)(F)F)cc1)c1ccc(N2CCCCS2(=O)=O)cc1 | 6.2% | 20.6µM* | 20.6µM*
O=C(O)c1ccc(/C=C2\SC(=S)N(NC(=O)c3ccccc3)C2=O)cc1 | . | -6.6% | -22.7%
O=c1c(-c2ccc(F)cc2)nc2cnc(N3CCOCC3)nc2n1C[C@H]1CCCO1 | . | -1.7% | -6.2%
COc1ccc(-c2cc(C#N)nc(NN)n2)cc1 | -2.7% | ? | 2.5%
CCc1noc(C)c1C(=O)Nc1ccccc1N1CCOCC1 | . | ? | ?
O=C(NCC1COc2ccccc2O1)c1cccs1 (stereo not given) | 2.9% | -25.1% | ?
CCOC(=O)c1cccc(NC(=O)c2ccc3nc(C(C)C)oc3c2)c1 | 3.0% | ? | ?
COC(=O)c1ccc(NC(=O)c2ccc3c(c2)C(=O)N(Cc2cccnc2)C3=O)cc1 | 1.2% | -2.5% | -18.1%
CC(CNC(=O)Cn1ncc2c3ccccc3n(Cc3cccc(Cl)c3)c2c1=O)c1ccccc1 (stereo not given) | 5.1% | ? | 18.4µM*
CCCCN(C)Cc1c(C(=O)N2CCc3ccccc3C2)nc2ccc(Cl)cn12 | 3.7% | ? | -27.6%
CCOC(=O)C1(C(N)=O)OC1(c1ccc(Cl)cc1)c1ccccc1Cl (stereo not given) | . | -16.3% | 3.4%
O=C(O)c1ccccc1C(=O)OCCc1cc2ccccc2c(=O)o1 | 2.1% | 4.3% | -8.4%
Nc1c(C(=O)Nc2ccc(Cl)c(C(=O)O)c2)sc2nc3c(cc12)CCCC3 | 1.4% | 15.3% | -1.4%
COc1cccc(-c2ncc3ccccc3c2COC(=O)N2CCOCC2)c1 | 0.5% | ? | ?
CCc1ccc(NC(=S)N(CCN2CCOCC2)Cc2ccccc2F)cc1 | 4.9% | -7.9% | -6.1%
O=C(COC(=O)c1ccccc1SCC(=O)N1CCCC1)Nc1ccccc1 | 7.1% | -10.9% | ?
O=C(O)c1ccc2nc(C(F)(F)F)[nH]c2c1 | -8.7% | 8.2% | -0.5%
O=C(Nc1ccc2c(c1)OCO2)[C@@H]1CCCN1S(=O)(=O)c1cccc2cccnc12 | -5.0% | -13.1% | ?
CCOC(=O)C1CSC(CC(=O)Nc2ccc(Cl)cc2)C(=O)N1 (stereo not given) | 2.3% | -15.9% | -1.4%
Cc1c(N)nc([C@H](CC(N)=O)NC[C@H](N)C(N)=O)nc1C(=O)N[C@H](C(=O)N[C@H](C)[C@@H](O)[C@H](C)C(=O)N[C@H](C(=O)NCCc1nc(-c2nc(C(=O)NCCCCN=C(N)N)cs2)cs1)[C@@H](C)O)[C@@H](O[C@@H]1O[C@@H](CO)[C@@H](O)[C@H](O)[C@@H]1O[C@H]1O[C@H](CO)[C@@H](O)[C@H](OC(N)=O)[C@@H]1O)c1cnc[nH]1 | . | 0.944µM* | 1.19µM*
CC1=CC(C)(C)[N+](C)=CN1c1ccccc1 | 5.1% | ? | -4.6%
Cc1nn(-c2ccccc2)c(/N=C/c2ccccc2O)c1-c1ccccc1 | 4.6% | 1.4% | -24.6%
O=C(CN1CCN(c2ccccc2F)CC1)NC(=O)NC1CCCCC1 | 0.8% | ? | ?
Cc1nn(CC(=O)O)c(C)c1Cl | 0.0% | ? | -6.1%
COc1ccccc1N(CC(=O)Nc1ccccc1F)S(C)(=O)=O | . | -9.4% | -11.5%
Nc1cccc(-n2cccc2)c1 | 7.4% | 6.0% | 7.2%
CCCCCCC(=O)N1CCN(c2cc3c(cc2F)c(=O)c(C(=O)O)cn3CC)CC1 | . | ? | ?
CCN(Cc1ccccc1)C(=O)Cn1c(=O)n(-c2ccc(Cl)cc2)c(=O)c2c(C)c(C(=O)N(C)C)sc21 | 2.5% | ? | -11.6%
COc1ccc(C(CNC(=O)CN2C(=O)NC3(CC(C)CC(C)(C)C3)C2=O)N2CCOCC2)cc1 (stereo not given) | 6.6% | 0.2% | -0.9%
CN1C2CCC1CC(NC(=O)CSc1ccc(C(C)(C)C)cc1)C2 (stereo not given) | 2.6% | ? | -21.1%
C[C@@H]1CN([C@H](C)CO)C(=O)c2cc(NC(=O)Nc3ccc(C(F)(F)F)cc3)ccc2O[C@H]1CN(C)C(=O)Nc1ccc(F)cc1 | . | ? | ?
CC(C)(C)C(=O)Cn1nc(Cl)nc1Cl | 6.3% | 19.8% | 9.7%
COC(=O)C1=C(C)N(CCc2ccc(OC)cc2)C(=O)C1 | -6.1% | -28.5% | -9.5%
CC(C)CCSc1nc2c(c(=O)[nH]c(=O)n2C)n1CCCc1ccccc1 | 5.3% | ? | ?
O=C(Cc1ccccc1)NC(CSSCC(NC(=O)Cc1ccccc1)C(=O)O)C(=O)O (stereo not given) | . | -4.9% | -26.8%

In another format: four of the compounds above.
Every second line gives: TDP1 block	DT40 TDP1 no CPT	DT40 TDP1 CPT
Nc1cccc(-n2cccc2)c1
→ 7.4%	6.0%	7.2%
CCCCCCC(=O)N1CCN(c2cc3c(cc2F)c(=O)c(C(=O)O)cn3CC)CC1
→ .	?	?
CCN(Cc1ccccc1)C(=O)Cn1c(=O)n(-c2ccc(Cl)cc2)c(=O)c2c(C)c(C(=O)N(C)C)sc21
→ 2.5%	?	-11.6%
COc1ccc(C(CNC(=O)CN2C(=O)NC3(CC(C)CC(C)(C)C3)C2=O)N2CCOCC2)cc1 (stereo not given)
→ 6.6%	0.2%	-0.9%

New compounds follow:
SMILES | TDP1 block | DT40 TDP1 no CPT | DT40 TDP1 CPT
COc1ccc(CCNC(=O)C(=O)NCC(c2cccs2)S(=O)(=O)c2ccccc2)cc1 (stereo not given) | . | ? | ?
CC(Sc1nnc(N)s1)C(=O)NNC(=O)c1cccc(Cl)c1 (stereo not given) | -0.4% | -1.6% | -7.4%
O=C(OCC(=O)N1CCc2ccccc21)c1ccc[n+]([O-])c1 | 0.0% | 1.5% | -4.1%
CCOC(=O)CSc1nnc(CSc2nc3sc4c(c3c(=O)[nH]2)CCCC4)n1-c1ccccc1 | 8.0% | 3.9% | 9.9%
O=C(c1cccs1)N1N=C(c2ccccc2)CC1c1ccccc1O (stereo not given) | . | ? | -2.9%

Quoted at random: 3 records from the list
SMILES | TDP1 block | DT40 TDP1 no CPT | DT40 TDP1 CPT
Cc1n[nH]c(=O)n1-c1ccc(C(C)C)cc1 | . | 15.4% | 8.8%
COc1ccc(Cl)cc1N1CCN(CCNC(=O)Nc2ccccc2C)CC1 | 6.2% | -95.2% | -101.7%
O=C(O)c1ccccc1C(=O)OCCc1cc2ccccc2c(=O)o1 | 2.1% | 4.3% | -8.4%

A second format for part of the listing above.
Results follow in this order: TDP1 block | DT40 TDP1 no CPT | DT40 TDP1 CPT
- CC(Sc1nnc(N)s1)C(=O)NNC(=O)c1cccc(Cl)c1 (stereo not given)
    -0.4% | -1.6% | -7.4%
- O=C(OCC(=O)N1CCc2ccccc21)c1ccc[n+]([O-])c1
    0.0% | 1.5% | -4.1%
